# Bioassay records from PubChem BioAssay.
# 12-LOX inh – blocks human arachidonate 12S-lipoxygenase; purified 12hLO, xylenol orange hydroperoxide absorbance; Potency, µM (highest dose often 108 µM), without a hit: at the top dose activity change, negative = inhibition, usual class: inhibitors; 580,000 compounds, 1.1% hits; AID 1671190; further: on the % scale 0 is the no-effect control and ±100 the full control effect
#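 Hydroperoxide product was detected by ferrous iron/xylenol orange as the 573 to 405 nm absorbance ratio. Arachidonic acid at 40 uM (final) was turned over for 30 min at room temperature by 150 nM human 12hLO, pH 7.0 Hepes buffer, after 15 min compound preincubation.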
# HP1b chromo inh – HP1-beta chromodomain-methylated histone interaction inhibition | P83916 | AlphaScreen HP1-beta / biotin-H3K9me3 peptide binding | Potency, µM (doses to about 114 µM), inactives show at the highest dose activity change, negative = inhibition, actives largely listed as inhibitors | 390,000 compounds, 0.56% hits | AID 540317; further: nearly all actives have a fitted effect of over 70% in size; inactives centre near 23
# Target sequence (P83916 whole entry, looked up): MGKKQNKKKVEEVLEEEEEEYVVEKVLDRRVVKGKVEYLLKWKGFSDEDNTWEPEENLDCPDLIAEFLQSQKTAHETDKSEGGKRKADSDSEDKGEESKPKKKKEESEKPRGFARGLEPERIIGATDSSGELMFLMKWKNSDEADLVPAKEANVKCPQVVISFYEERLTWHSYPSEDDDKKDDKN
#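 Compound inhibition of the preformed complex between 50 nM HP1-beta and 50 nM biotinylated H3K9me3 peptide was read by AlphaScreen. Buffer was PBS pH 7.4 with 0.01% Tween-20. Incubations ran 30 min at room temperature, with 10 ug/mL donor/acceptor beads.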
# Pin1 inhibitor – human Pin1 inhibition; Q13526; Pin1 FP peptide displacement, HiFluor488, 10 min; Potency, µM (doses to about 115 µM), without a hit: at the highest dose activity, negative = inhibition, most hits filed as inhibitors; 390,000 compounds, 0.009% hits; AID 504891; active means well fitted inhibition curve with a large enough effect in the polarisation, with a control signal flat, not every such curve was filed as active; inconclusive means small, poorly fitted or top-dose-only effect, or effect the other way, or a change in a side signal; inactive means no such curve, though single readings can be large or run the other way; the % refers to the polarisation; further: on the % scale 0 is the no-effect control and ±100 the full control effect
# ERG Ets-DNA blk – blocks human ERG Ets domain binding to DNA | fluorescence polarization, His-ERG Ets domain / labelled DNA | Potency, µM (doses to about 76.9 µM), without a hit: top-dose FP activity, negative = inhibition, hits mostly inhibitors | 370,000 compounds, 0.028% hits | AID 624246; active means well fitted inhibition curve with a large enough effect in the polarisation, with a control signal flat; inconclusive means small, poorly fitted or top-dose-only effect, or effect the other way, or a change in a side signal; inactive means no such curve, though single readings can be large or run the other way; the % refers to the polarisation;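 further: polarization taken with two DNA probes labelled with fluorescein and Texas red; % of control where 0% means no effect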
# Target sequence (P11308 whole entry, looked up, the tested form may be a part): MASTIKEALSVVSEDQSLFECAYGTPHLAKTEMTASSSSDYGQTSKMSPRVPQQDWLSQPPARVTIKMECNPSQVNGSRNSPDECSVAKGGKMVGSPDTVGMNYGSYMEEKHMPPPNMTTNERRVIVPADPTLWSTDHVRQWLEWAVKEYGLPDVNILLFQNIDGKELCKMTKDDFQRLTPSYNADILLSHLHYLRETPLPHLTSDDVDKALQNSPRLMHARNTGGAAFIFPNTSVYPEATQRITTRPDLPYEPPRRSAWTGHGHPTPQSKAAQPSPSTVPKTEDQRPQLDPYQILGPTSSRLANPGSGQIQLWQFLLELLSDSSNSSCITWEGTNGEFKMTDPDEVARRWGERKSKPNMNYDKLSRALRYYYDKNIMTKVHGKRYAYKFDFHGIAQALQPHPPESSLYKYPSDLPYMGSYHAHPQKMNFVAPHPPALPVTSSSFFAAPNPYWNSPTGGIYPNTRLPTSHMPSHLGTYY
#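 His-tagged ERG Ets domain (1 uM in the protein solution; 300mM KCl, 50mM Tris-HCl, 1mM EDTA, 1mM DTT, pH 7.5) received compound, then a probe mix of 5 nM fluorescein-DNA and 100nM Texas-615-DNA. Fluorescence polarization was read for both dyes.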
# Tb PGK inh – inhibitors of T. brucei phosphoglycerate kinase | Potency, µM (titrated, usually from 57.5 µM), inactives show at the top dose activity change, negative = inhibition, most hits filed as inhibitors | 380,000 compounds, 0.043% hits | AID 602233 | PGK/GAPDH coupled, Kinase-Glo luminescence, 60 min; further: on the % scale 0 is the no-effect control and ±100 the full control effect; nearly all actives have a fitted effect of over 60% in size
# Target sequence (P07378 whole entry, looked up): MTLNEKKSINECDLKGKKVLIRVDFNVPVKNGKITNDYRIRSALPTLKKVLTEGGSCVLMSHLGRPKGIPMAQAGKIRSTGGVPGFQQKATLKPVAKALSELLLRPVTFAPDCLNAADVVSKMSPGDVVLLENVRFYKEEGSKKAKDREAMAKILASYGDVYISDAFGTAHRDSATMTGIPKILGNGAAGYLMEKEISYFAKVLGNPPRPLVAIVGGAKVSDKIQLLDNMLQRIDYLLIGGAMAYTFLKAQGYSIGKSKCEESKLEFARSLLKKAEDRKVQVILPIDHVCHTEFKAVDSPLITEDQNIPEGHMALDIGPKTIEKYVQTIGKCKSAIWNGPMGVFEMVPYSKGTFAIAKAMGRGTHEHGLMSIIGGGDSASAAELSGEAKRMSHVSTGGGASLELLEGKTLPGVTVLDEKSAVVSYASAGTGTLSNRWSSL
#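 Recombinant glycosomal PGK reaction used 1,3-bisphosphoglycerate generated in-well by GAPDH (100nM final) in 100mM TEA pH 7.6, 5mM MgCl2, 0.01% Tween-20. After 60 minutes at room temperature, ATP was read by Kinase-Glo Plus luminescence end-point.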
# TrxR1 inh – blocks rat thioredoxin reductase 1. recombinant rTrxR1, NADPH fluorescence consumption, selenite substrate. 390,000 compounds, 1% hits. O89049. Potency, µM (highest dose often 114 µM), for the others: top-dose activity change, negative = inhibition, usual class: inhibitors; further: on the % scale 0 is the no-effect control and ±100 the full control effect; nearly all actives have a fitted effect of over 65% in size
#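 Rat TrxR1 (90 nM in the dispensed reagent) was pre-reduced with 400 uM NADPH for 5 min at room temperature, then incubated with compound for 15 min. After 400 uM selenite was added, NADPH fluorescence (Ex 340/Em 450 nm) was followed for 8 min.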
# GLS inh – glutaminase GLS (human) inhibition. O94925. GLS enzymatic activity, qHTS titration. Potency, µM (series often up to 45.5 µM), inactives show at the highest dose activity change, negative = inhibition, most hits filed as inhibitors. 410,000 compounds, 0.21% hits. AID 624170; further: on the % scale 0 is the no-effect control and ±100 the full control effect
#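 hKGA in 45 mM KH2PO4 pH 8.2, 0.02% Tween-20 with pin-transferred compounds; 1 mM L-glutamine (stock) plus glutamate oxidase/HRP/Amplex Red coupling added. Fluorescence read initially and after 30 min at RT.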
# JMJD2A Tudor inh – blocks the human JMJD2A Tudor domain. O75164. AlphaScreen JMJD2A-Tudor / H3K4me3 peptide binding. Potency, µM (titrated, usually from 114 µM), inactives show at the top dose activity change, negative = inhibition, hits mostly inhibitors. 390,000 compounds, 4.4% hits. AID 504339; further: on the % scale 0 is the no-effect control and ±100 the full control effect; nearly all actives have a fitted effect of over 50% in size
# RGS4 inhibitor – blocks human RGS4-accelerated GTP hydrolysis | AID 504845 | Transcreener GDP fluorescence polarization, RGS4-accelerated GTP hydrolysis | P49798 | 390,000 compounds, 0.039% hits | Potency, µM (highest dose often 114 µM), inactives show top-dose activity change, negative = inhibition, hits mostly inhibitors; further: on the % scale 0 is the no-effect control and ±100 the full control effect; nearly all actives have a fitted effect of over 75% in size; some results filed as inactive show a strong effect at the top dose
#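 MLSMR compounds (23 nl, pin-transferred) preincubated 10 min at room temperature with a 500nM (2x) first reagent, then RGS4 at 900nM (2x) plus Transcreener GDP mix added; fluorescence polarization (620/688 nm) read before and after 90 min at 30 °C.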
# Active calls of the source: *; i = inactive; ? = inconclusive; . = no result given; & = joins results of further samples; [ ] = remark or other dose. Unless noted, the call rests on the fitted dose curve; in most records, active means well fitted curve in the direction sought with a large enough effect; inconclusive means small, poorly fitted or top-dose-only effect, or another doubt; inactive means no such curve, though single readings can be large; an effect the other way counts as inactive or inconclusive. Potency means the concentration at half of the fitted maximal effect.
GLS inh,JMJD2A Tudor inh,12-LOX inh,HP1b chromo inh,RGS4 inhibitor,ERG Ets-DNA blk,TrxR1 inh,Pin1 inhibitor,Tb PGK inh,mol
-3%,2%,-15%,-7%,-45%,-6%,14%[57.1 µM],0%,i,COC(=O)c1sc(NC(C)=O)c(C(=O)OC)c1C
0%,-27%,-14%,22%,19%,-5%,10%,27%,-9%,Cc1c(C(=O)NCc2ccc(N(C)C)cc2)oc2c1-c1nn(Cc3cccc(Cl)c3)cc1CC2
-1%,-8%,1%,56%,-1%,8%,-2%[57.1 µM],-3%,i,CCCC[C@@H]1CNC(=O)C(=O)N1CCCc1cc(OC)c(OC)c(OC)c1
5%,-11%,-7%,14%,2%,-1%,-10%,1%,-2%,Cc1onc(-c2ccccc2)c1C(=O)N1CCN(CCc2ccccc2)CC1
-4%,1%,0%,42%[activator],-2%,-17%,12%,-10%,-2%,Cn1c(=O)c2c(nc(N3CCN(C(=O)c4ccco4)CC3)n2CCSc2ncccn2)n(C)c1=O
3%,2%[57.1 µM],0%,7%,21%,-4%,-12%,1%,-7%,COc1ccc(CCNC(=O)c2nonc2N)cc1OC
9%,-13%,10%,11%,5%,-7%,8%,-4%,-6%,Cc1c(/C=N\NC(=O)c2cccc(F)c2)cnn1C
-2%,-17%,?,30%[activator],-9%,-3%,3%,?,-8%,NC(=O)CC(NC(=O)Cc1ccc(Cl)cc1)c1ccc(NC2CCCCC2)c([N+](=O)[O-])c1 (configuration not stated)
4%,-5%,-9%,25%[57 µM],6%,-2%,14µM*,-2%,-4%,O=C(NCC(c1ccco1)S(=O)(=O)c1ccc(Cl)cc1)c1ccccc1F (configuration not stated)
9%,-12%,-7%,14%,5%,9%,15%[57.1 µM],-8%,-6%,CCCN1CNc2c(c(=O)[nH]c(=S)n2-c2ccccc2Cl)C1
4%,?,54%[activator],?,-10%,0%,7%[57.1 µM],-3%,-10%,CCN(CC)c1ccc([C@H]2[C@@H]3CCCC[C@]3(O)CCN2CC(=O)NCc2ccco2)cc1
11%,-6%,-18%,35%,-18%,3%,-13%,0%,-2%,O=C(C1CCCO1)N1CCN(C(=S)Nc2cccc(Cl)c2)CC1 (configuration not stated)
4%,?,-13%,-9%,19%,2%,7%[57.1 µM],-3%,-4%,O=C(Nc1ccc(S(=O)(=O)N2CCCCC2)cc1)C1CC1
2%,-36%,5%,13%,-7%,-5%,17%[57.1 µM],2%,5%,Cc1ccc(CCNC(=O)C23CN(Cc4ccccc4)CC2C(c2cccc([N+](=O)[O-])c2)=NO3)cc1 (configuration not stated)
2%,-11%,0%,29%,5%,8%,-5%,2%,7%,COc1ccc(OCc2cc(C(=O)NC(C)Cc3ccccn3)no2)c(Cl)c1 (configuration not stated)
18%,-6%,-1%,31%,4%,12%,25%,-5%,-4%,CC(C)(C)NC(=O)NC(=O)CN1CCN(c2ccccc2)CC1
-13%,-12%,2%,22%,-33%,1%,-10%[57.1 µM],-9%,-4%,CCCN=C(N)/C(C(=O)OCC)=C(\O)c1ccc(OC)cc1
4%,-11%,-13%,36%,16%,-2%,-3%,0%,4%,COc1ccc(C(=O)NCC(=O)N/N=C/c2ccc(C)o2)cc1OC
-8%,6%,-18%,11%,-21%,4%,8%,3%,-2%,C=CCn1c(SCC(=O)NC2(C)CCS(=O)(=O)C2)nc2ccccc21 (configuration not stated)
5%,-13%,-10%,24%,-5%,1%,17%[57.1 µM],-3%,i,CCN(CC)CCCNC(=O)C1CCN(S(C)(=O)=O)CC1
-5%,?,?,28%,?,2%,6%,?,0%,CC(=O)c1ccc(NC(=O)CSc2ccc(-c3cccs3)nn2)cc1
9%,?,2%,9%,9%,0%,11%,-2%,3%,CC(C)(C)OC(=O)N1CCC2(CC1)Oc1ccc(F)cc1C(=O)C21CC(c2cccnc2)=NO1 (configuration not stated)
-8%,-32%,0%,19%,-3%,-8%,7%[57.1 µM],-10%,i,C=CC[C@@H](CC(=O)N[C@H](CO)Cc1ccccc1)C(=O)N[C@@H](COC(=O)[C@H](CC=C)CC(=O)OC(C)(C)C)Cc1ccccc1
23%&-12%,22µM*,?,-10%,-41%,?,-25%,?,i,COc1cc(NCCCC(C)N)c2ncccc2c1 (configuration not stated)
0%,-11%,2%,30%,-10%,-1%,-14%,-8%,9%,CCOC(=O)N1CCN(C(=O)C2CCC(=O)N(Cc3ccc(Cl)cc3)C2)CC1 (configuration not stated)
2%,-9%,-14%,38%,-19%,13%,13%[57.1 µM],-5%,-2%,CCS(=O)(=O)c1ccc(O)c(NC(=O)COc2ccc(Br)cc2)c1
1%,16%,-13%,26%,5%,3%,25%[57.1 µM],?,8%,O=C(CCCCl)Oc1ccc2cc(-c3ccc4ccccc4n3)c(=O)oc2c1
1%,-5%,-20%,14%,9%,0%,12%[57.1 µM],35%[activator],-6%,O=[N+]([O-])c1ccc(N=Cc2sc3ccccc3c2O)cc1
-1%,-5%,4%,24%,8%,-1%,-2%[57.1 µM],-1%,0%,O=C(Nc1cccc(C(F)(F)F)c1)c1cc(CN2CCOCC2)on1
-4%,-10%,3%,29%,-7%,1%,-6%,0%,-8%,Cc1cccc(OCC(=O)NCCNC(=O)c2cnccn2)c1
-11%,-18%,?,50%[activator],-9%[56.9 µM],-17%,23%[57.1 µM],-4%,-11%,Cc1ccc(-n2cccc2C(=O)NS(=O)(=O)c2ccc(C)cc2)cc1
0%,-10%,18%,1%,-6%,2%,4%,-3%,-7%,CCOc1cccc(C(=O)N(Cc2ccc(F)cc2)C2CCS(=O)(=O)C2)c1 (configuration not stated)

# Reprinted at random: 3 compounds from above
GLS inh,JMJD2A Tudor inh,12-LOX inh,HP1b chromo inh,RGS4 inhibitor,ERG Ets-DNA blk,TrxR1 inh,Pin1 inhibitor,Tb PGK inh,mol
0%,-11%,2%,30%,-10%,-1%,-14%,-8%,9%,CCOC(=O)N1CCN(C(=O)C2CCC(=O)N(Cc3ccc(Cl)cc3)C2)CC1 (configuration not stated)
2%,-9%,-14%,38%,-19%,13%,13%[57.1 µM],-5%,-2%,CCS(=O)(=O)c1ccc(O)c(NC(=O)COc2ccc(Br)cc2)c1
-11%,-18%,?,50%[activator],-9%[56.9 µM],-17%,23%[57.1 µM],-4%,-11%,Cc1ccc(-n2cccc2C(=O)NS(=O)(=O)c2ccc(C)cc2)cc1

# Other compounds follow.
GLS inh,JMJD2A Tudor inh,12-LOX inh,HP1b chromo inh,RGS4 inhibitor,ERG Ets-DNA blk,TrxR1 inh,Pin1 inhibitor,Tb PGK inh,mol
2%,-6%,?,26%,13%,-2%,-1%,?,-8%,COCC(=O)N1CCC(Oc2ccc(C(=O)N3CCCCCC3)cc2)CC1
6%,79µM*,-11%,22%,-38%,-3%,-18%,1%,3%,C=CCOc1c(Br)cc(CNn2cn[nH]c2=S)cc1OC
0%,1%,0%,35%,6%,-8%,12%,-4%,-12%,Fc1cccc(Cl)c1Cn1nnc2c(N3CCC4(CC3)OCCO4)ncnc21
-1%,-9%,-7%,41%[activator],0%[56.9 µM],7%,27%[57.1 µM],-5%,-4%,O=C(NCc1cccnc1)c1ccc(Br)s1
?,?,-3%,86%[activator],-106%[11.4 µM],0%,1%,-7%,2%,COC(=O)c1ccccc1NC(=O)C(C)Oc1ccccc1 (configuration not stated)
-1%,3%,-3%,25%,-18%,3%,10%[57.1 µM],3%,i,Cc1ccccc1C(=O)N1CCC(N2CCN(Cc3ccc(F)cc3)C(=O)C2=O)CC1
9%,-34%,-21%,14%,6%,7%,7%,-3%,-3%,O=C1NC(=O)/C(=C\c2ccc(Oc3ccc([N+](=O)[O-])cn3)cc2)S1
7%,11µM*,25µM*,-1%,-5%,7%,-3%[57.1 µM],28%,-29%,O=C1NC(=Nc2ccc(Cl)cc2)/C(=C/c2ccco2)S1
-1%,4%,0%,15%[57 µM],-2%,3%,12%,-7%,-2%,Cc1ccc(S(=O)(=O)N2CCN(C(=O)CN(Cc3ccco3)Cc3cccs3)CC2)cc1
-5%,-32%,1%,25%,-8%,7%,26%,5%,-2%,Cc1onc(-c2ccc(Cl)cc2Cl)c1-c1csc(N/N=C/c2ccccc2Cl)n1
28%,-16%,-19%,20%,-18%,-3%,-19%,1%,-1%,C1=CC2CCC1ON2c1ccccc1 (configuration not stated)
2%&11%&5%,-15%,3%,27%,2%,-15%,10%,8%,-4%,Cc1noc(NS(=O)(=O)c2ccc(N)cc2)c1C
2%,-5%,5%,0%,-13%,0%,13%,-9%,-3%,COc1ccc(CCNC(=O)COC(=O)c2cccs2)cc1
-3%,-9%,.,23%,14%,1%,-2%,9%,8%,CCCCC(=O)Nc1c2c(nn1-c1ccc([N+](=O)[O-])cc1)CS(=O)(=O)C2
1%,-15%,-11%,5%,5%,3%,26%,-9%,-4%,CCCCCNC(=O)CCCCCn1c(=O)[nH]c2ccsc2c1=O
0%,8%,0%,23%,-14%,-1%,0%[57.1 µM],0%,-8%,COc1ccccc1Oc1ccccc1[N+](=O)[O-]
0%,-7%,-24%,-5%,-11%,1%,7%[57.1 µM],-1%,3%,CS(=O)(=O)N1CCC(C(=O)NCc2ccc(Cl)cc2Cl)CC1
-8%,-10%,1%,28%,-12%,6%,30%[57.1 µM],-8%,-4%,CCc1ccc2ncc3c(-c4ccc(F)cc4)nn(CC(=O)NCc4ccccc4)c3c2c1

# An excerpt; count on the stated rates, not on these rows.
